Screening results from PubChem.
DENV2 CPE rescue: inhibitors of DENV2 cytopathic effect, primary screen, cell-based, plate reader, single concentration | CPE inhibition, % at 9.99 µM | DENV2-infected cells, cytopathic effect rescue | 350,000 compounds, 1.7% hits; in the data active means CPE inhibition above about 20%, passing the limit was not always enough; inconclusive means no clear call, values can overlap the other calls; tested in BHK-21 cells;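 further: 0% = median of neutral control wells and 100% = median of positive control wells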
ARNT-TACC3 inh: disruptors of ARNT/TACC3 protein interaction, primary screen, biochemical, AlphaScreen, single concentration; AID 623870, 2012; inhibition, % at 9.99 µM; Transforming acidic coiled-coil-containing protein 3 (Homo sapiens), Q9Y6A5; 390,000 compounds, 0.66% hits; AlphaScreen His-ARNT PAS-B/GST-TACC3 binding, luminescence; TACC3 fragment carries E629A point mutation;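 active means mean inhibition of replicates at least 50% and at least half of replicates each reaching 50%; inconclusive means half or more replicates reach 50% but mean below 50%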;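 further: 0% = complete ARNT plus TACC3 wells and 100% = ARNT alone without TACC3; many hits fall short of the cut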
INS-1E GSIS act: GLuc luminescence reporter in INS-1E cells, primary screen for activators of glucose-dependent secretion of insulin; INS-1E GLuc reporter insulin secretion, 2-3 h; activation, % at 16.6 µM; 370,000 compounds, 0.61% hits;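 active means lowest replicate activation of at least 40%, so every replicate reaches that level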;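 further: 0% = median of neutral control wells and 100% = median of IBMX positive control wells; some compounds called inactive have numbers as strong as hits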
CFTR F508del cor: F508del CFTR correction, initial screen, CFBE line, single point | CFBE cells, YFP halide quenching; stimulated with forskolin plus potentiator P3; % fluorescence drop versus neutral controls | activity (quench increase), % at 7.58 µM | 350,000 compounds, 0.36% hits | AID 720511, 2013;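 active means mean added fluorescence quench of at least 8% versus neutral control, with both replicates also reaching 8%; inconclusive means only one of the mean or replicate conditions met; inactive means mean below 8% and not both replicates reaching 8%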;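 further: cells transiently co-express mutant CFTR-F508del with the halide-sensitive YFP; corrector assay measuring rescue of mutant channel to the surface after 24 h compound exposure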
EWS-Fli block: EWS/Fli-driven NR0B1 reporter inhibitors, primary screen, A673 cells, NR0B1 luciferase, luminescence, MLPCN library; AID 651661, 2012; 350,000 compounds, 0.67% hits; viability-normalised; inhibition, % at 12.6 µM;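 active means mean inhibition of at least 50% after viability correction, with every replicate also passing that limit; inconclusive means mean reaches 50% but only one of two replicates passes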;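 further: firefly luciferase signal divided by Alamar Blue viability fluorescence both relative to DMSO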
Xi reactivation: activators of inactive X chromosome reactivation, primary screen, imaging, XiGFP fibroblasts, GFP high-content imaging, set 2; XiGFP mouse fibroblasts, % GFP-positive cells imaging, 3 d; cells co-treated with 5-aza-dC sensitizer; scaled so ellipticine positive control = 100%; activation, % at 7.58 µM; 360,000 compounds, 0.055% hits; AID 743238, 2013;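 active means mean normalized replicate activation at least 10% and every replicate at or above 10%; inconclusive means only one of the two criteria met; inactive means mean below 10% and not all replicates reach 10%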;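 further: 0% = median of on-plate neutral control wells and 100% = ellipticine 6 µM median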
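System: XiGFP fibroblasts, SV40-immortalized. Medium: DMEM plus 5-aza-dC sensitizer. Doses: single point. Timing: 3 d treatment, 15 min room-temperature fixation. Control set: ellipticine 6 µM.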
PAX8 inh HTS: inhibitors of PAX8-driven TPO luciferase reporter, primary screen, RMG-I cells, single concentration; SteadyGlo, 24 h; inhibition, % at 12.6 µM; 360,000 compounds, 1.2% hits; AID 652154, 2013;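 active means mean replicate inhibition at least 60% with every replicate also reaching 60%; inconclusive means only one of the two criteria is met; inactive means mean below 60% and not all replicates reaching 60%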;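 further: luciferase light reporting Pax8 driven TPO promoter activity; plate controls were median of neutral control wells for no effect and mitoxantrone controls for full effect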
ERp5 block: inhibitors of ERp5-driven insulin aggregation, primary screen, biochemical, turbidity, absorbance 650 nm, single point | 90 min | inhibition, % at 9.99 µM | 350,000 compounds, 0.05% hits | AID 651711, 2012;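 active means mean replicate inhibition above about 25%, with every replicate also reaching it, limit read from the data, passing the limit was not always enough; inconclusive means only one of those two criteria met; inactive means neither criterion met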
Target sequence (Q15084 whole entry, looked up): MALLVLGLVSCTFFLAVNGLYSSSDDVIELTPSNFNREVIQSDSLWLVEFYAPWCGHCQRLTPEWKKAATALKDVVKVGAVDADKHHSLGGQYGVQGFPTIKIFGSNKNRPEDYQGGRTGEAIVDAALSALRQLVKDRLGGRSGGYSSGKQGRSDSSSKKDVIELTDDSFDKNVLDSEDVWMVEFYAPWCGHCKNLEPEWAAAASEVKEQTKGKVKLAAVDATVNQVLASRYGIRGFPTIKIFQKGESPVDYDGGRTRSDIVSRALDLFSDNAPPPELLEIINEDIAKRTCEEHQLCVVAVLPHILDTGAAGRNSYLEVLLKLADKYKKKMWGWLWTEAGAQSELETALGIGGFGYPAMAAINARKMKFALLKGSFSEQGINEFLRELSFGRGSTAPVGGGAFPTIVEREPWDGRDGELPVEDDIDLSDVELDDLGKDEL
* = called active by the depositor; ? = inconclusive; . = no result given; & = joins results of further samples.

| Compound | DENV2 CPE rescue | Xi reactivation | ARNT-TACC3 inh | INS-1E GSIS act | CFTR F508del cor | EWS-Fli block | PAX8 inh HTS | ERp5 block |
| --- | --- | --- | --- | --- | --- | --- | --- | --- |
| CC(C)N(C(=O)CN(C#N)c1nc(N(C)C)nc(N(C)C)n1)c1ccccc1 | 0 | . | . | -6 | 1.3 | 2 | . | -3 |
| CN(C)c1cccc2c(S(=O)(=O)N3CCCC3)cccc12 | 2 | 0.5 | -57 | 19 | -0.3 | -1 | -9 | -1 |
| C[C@H]1CN([C@@H](C)CO)C(=O)c2cccc(NC(=O)c3ccncc3)c2O[C@H]1CN(C)C(=O)Nc1cccc2ccccc12 | -8 | -0.1 | -5 | 16 | -1.8 | 11 | 30 | 0 |
| C[C@H](O)C#Cc1ccc2c(c1)O[C@H](CN(C)C(=O)C1CCCCC1)[C@H](C)CN([C@@H](C)CO)S2(=O)=O | -1 | -0.1 | 14 | -4 | 3.7 | -9 | . | 0 |
| CCN(CC(=O)N1CCC(C)CC1)S(=O)(=O)c1ccc(C)cc1 | -8 | 0.1 | -6 | 16 | 1.1 | . | 0 | 3 |
| C[C@H]1CN([C@@H](C)CO)C(=O)Cc2cc(NS(=O)(=O)c3ccc(F)cc3)ccc2O[C@H]1CN(C)C(=O)Nc1ccccc1 | -7 | -0.2 | -4 | 4 | 0.9 | -3 | . | 0 |
| COCCN(C(=O)CCC(=O)Nc1nccs1)C(C(=O)NC(C)(C)C)c1ccc(F)cc1 (stereo not drawn) | -1 | 0.6 | -12 | -9 | -0.7 | -10 | -13 | 2 |
| CC1CC(C)CN(C(=O)CCNS(=O)(=O)c2ccc3c(c2)CCC(=O)N3)C1 (stereo not drawn) | . | 0.0 | -5 | 9 | . | . | -11 | . |
| CCN(CC)c1ccc(N2C(=O)/C(=C/c3ccccn3)SC2=S)cc1 | 2 | 0.0 | -4 | . | 2.7 | -1 | 8 | 2 |
| CCCNC(=O)Nc1ccc2c(c1)C(=O)N(C)[C@@H]1CC[C@@H](CC(=O)NCC3CCCCC3)O[C@@H]1CO2 | -6 | 0.4 | -6 | -14 | -3.0 | 1 | -3 | 8 |
| COP(=O)(OC)C(Nc1ccc(C)cc1)c1ccc(Br)cc1 (stereo not drawn) | ? | 0.1 | -6 | 3 | -0.4 | -18 | 10 | 3 |
| O=Cc1cn(CC(O)Cn2cc(C=O)c3ccccc32)c2ccccc12 | 0 | 0.7 | -3 | 7 | -1.9 | -3 | -10 | 3 |
| CO[C@H]1CN(C)C(=O)c2ccc(NS(=O)(=O)c3ccc(Oc4ccccc4)cc3)cc2OC[C@H](C)NC[C@H]1C | 22* | 0.7 | 4 | -11 | -1.7 | 11 | . | 4 |
| Cc1ccc(CC(=O)Nc2cccc(S(=O)(=O)N3CCOCC3)c2)cc1 | 3 | 0.0 | -3 | -11 | -2.0 | -1 | -10 | 4 |
| C#CCOCCOCCOCCNc1nc(N2CCN(C(=O)[C@H]([C@@H](C)CC)n3cc(CCC(=O)O)nn3)CC2)nc(N2CCN(C(=O)[C@H](Cc3ccc(O)cc3)n3cc(CCO)nn3)CC2)n1 | -3 | 0.1 | -4 | -6 | 3.3 | -3 | -6 | 2 |
| COc1cc([N+](=O)[O-])ccc1NC(=O)Oc1ccc(NC(C)=O)cc1 | ? | 0.0 | -9 | -2 | -0.4 | 4 | 21 | -1 |
| CCN(C(=O)COC(=O)/C=C/c1cccc(Cl)c1)c1c(N)n(Cc2ccccc2)c(=O)[nH]c1=O | 3 | -0.8 | -7 | . | -1.8 | 3 | 25 | -5 |
| C[C@@H]1CN([C@H](C)CO)C(=O)c2cc(NS(=O)(=O)c3cn(C)cn3)ccc2O[C@@H](C)CCCCO[C@@H]1CN(C)Cc1ccccc1 | 5 | 0.7 | -21 | 20 | -2.1 | 3 | -19 | 1 |
| O=C(NN1CCN(Cc2ccccc2)CC1)c1ccc(Cl)cc1 | -5 | 0.6 | 0 | 11 | 1.9 | 5 | 4 | -4 |
| O=C(CCN1CCCCC1)NCC[C@H]1CC[C@H](NC(=O)Nc2ccc(F)cc2)[C@H](CO)O1 | 4 | 0.4 | -6 | -2 | -2.6 | 10 | -9 | 3 |
| CC(C)CC#Cc1ccc([C@H]2[C@H](CO)N3C(=O)CN(C(=O)NC4CCCC4)C[C@@H]23)cc1 | 13 | 0.0 | . | -18 | -0.5 | -3 | . | 0 |
| CCOC(=O)Cc1csc(SCC(=O)Nc2nccs2)n1 | -3 | -0.1 | -16 | 11 | -1.6 | 1 | -4 | -3 |
| Clc1ccc(-c2nnc(-c3ccco3)nc2N2CCCCC2)cc1 | -4 | 0.1 | 4 | 0 | . | 1 | 10 | 2 |
| C[C@H]1CN([C@@H](C)CO)S(=O)(=O)c2ccc(C#Cc3ccc(F)cc3)cc2O[C@@H]1CN(C)S(C)(=O)=O | -1 | -0.6 | 15 | -7 | 4.8 | 12 | . | 1 |
| COc1ccc(NC(=O)N[C@@H]2C=C[C@H](CC(=O)NC3CCC3)O[C@H]2CO)cc1 | -4 | -0.2 | 6 | 13 | -1.9 | 5 | -6 | -11 |
| COc1cc(C2C3=C(COC3=O)Oc3cc4c(cc32)OCO4)cc(OC)c1OC (stereo not drawn) | -1 | 0.2 | -4 | -2 | 1.9 | 36 | 69* | -8 |
| COc1ccccc1NCCC(=O)O | 2 | 0.0 | 0 | 20 | -2.7 | -9 | 0 | -1 |
| CN(C)S(=O)(=O)c1cccc(NC(=O)COC(=O)c2c[nH]c(=O)[nH]c2=O)c1 | 11 | 0.3 | -10 | 13 | 0.0 | -6 | 2 | 2 |
| O=C(COc1ccccc1)NC(=S)N1CCc2ccccc21 | 0 | 0.0 | 2 | -8 | . | -14 | -56 | -5 |
| COc1ccccc1N1C(=O)C2C3C=CC(CC3)C2C1=O (stereo not drawn) | 5 | 0.1 | -22 | . | 2.5 | 3 | 5 | -2 |

Compound profiles, as listed above. Values in the order: DENV2 CPE rescue | Xi reactivation | ARNT-TACC3 inh | INS-1E GSIS act | CFTR F508del cor | EWS-Fli block | PAX8 inh HTS | ERp5 block
Shown for `O=C(COc1ccccc1)NC(=S)N1CCc2ccccc21` = 0 | 0.0 | 2 | -8 | . | -14 | -56 | -5
Shown for `COc1ccccc1NCCC(=O)O` = 2 | 0.0 | 0 | 20 | -2.7 | -9 | 0 | -1
Shown for `COc1ccc(NC(=O)N[C@@H]2C=C[C@H](CC(=O)NC3CCC3)O[C@H]2CO)cc1` = -4 | -0.2 | 6 | 13 | -1.9 | 5 | -6 | -11
Shown for `CCOC(=O)Cc1csc(SCC(=O)Nc2nccs2)n1` = -3 | -0.1 | -16 | 11 | -1.6 | 1 | -4 | -3

(further entries)
| Compound | DENV2 CPE rescue | Xi reactivation | ARNT-TACC3 inh | INS-1E GSIS act | CFTR F508del cor | EWS-Fli block | PAX8 inh HTS | ERp5 block |
| --- | --- | --- | --- | --- | --- | --- | --- | --- |
| COc1ccc(C(=O)CN2C(=O)NC3(CCc4ccccc43)C2=O)c(OC)c1 (stereo not drawn) | 7 | 0.4 | 0 | 21 | 0.5 | -3 | -2 | -4 |
| Cc1cccc(N2CCN(C(=O)[C@H](C)N3C(=O)C4CC=CCC4C3=O)CC2)c1C (stereo partly drawn) | -6 | 0.7 | -4 | -10 | 0.1 | -1 | . | -3 |
| CCOC(=O)c1c(C)[nH]c(C(=O)N(C)CC(=O)Nc2ccc(OCC)c(OCC)c2)c1C | 2 | -0.2 | . | 11 | -0.5 | -2 | -5 | 0 |
| Cc1ccc(S(=O)(=O)C2(C(=O)NCc3ccc4c(c3)OCO4)CC2)cc1 | 1 | 0.0 | -5 | 7 | 1.0 | -5 | -20 | 2 |
| CSc1ccc(Cn2c(C)c(C(=O)NCc3ccccc3C(F)(F)F)sc2=O)cc1 | 6 | -0.1 | . | -28 | 4.1 | -4 | 14 | -2 |
| O=C(CN1C(=O)c2ccc([N+](=O)[O-])cc2C1=O)Nc1cc(S(=O)(=O)N2CCOCC2)ccc1Cl | 1 | 0.0 | . | -4 | 2.0 | 3 | 0 | -1 |
| COc1ccccc1S(=O)(=O)N1[C@@H]2CNC[C@H]1C2c1ccc(-c2ccccc2)cc1 (stereo partly drawn) | -2&-3 | 0.3&0.2 | . | 7&-14 | 2.4&-1.1 | 7&17 | 8 | 0&1 |
| Cc1cccc(NC(=S)NC2CCCCC2)n1 | 0 | 0.0 | -2 | -8 | 2.0 | 17 | -5 | 2 |
| O=S1(=O)CC(N2CCC(Cc3ccccc3)CC2)CN1C1CCCCC1 (stereo not drawn) | -4 | 0.0 | . | -42 | 2.3 | -8 | 17 | -4 |
| Cc1cc(C(=O)NCC(c2ccco2)N2CCCC2)c2ccccc2n1 (stereo not drawn) | 3 | -0.1 | -4 | 9 | -0.4 | 5 | 12 | -17 |
| COc1ccccc1CN1CC[C@H]2[C@H](CO)Nc3ccc(-c4cccc(F)c4)cc3[C@H]21 | -27 | 0.3 | 4 | 8 | -1.9 | 14 | 12 | . |
| OCCN(Cc1cccnc1)Cc1ccccn1 | 3 | 0.0 | 70* | 15 | 0.1 | 6 | 27 | -2 |
| CN(CC(=O)Nc1ccc([N+](=O)[O-])cc1Br)Cc1c(F)cccc1Cl | 1 | -0.5 | . | -7 | 4.7 | 3 | 1 | -1 |
| C[C@@H]1CN([C@H](C)CO)C(=O)c2cc(Br)cnc2O[C@H]1CN(C)C(=O)Nc1ccc(F)cc1 | -5 | -0.6 | -15 | 2 | . | 0 | -4 | 0 |
| CC1(C(=O)Nc2ccc3c(c2)OCCO3)CCN1Cc1ccc(-c2ccccn2)cc1 (stereo not drawn) | 0 | 0.3 | . | 14 | 0.4 | -10 | -23 | 3 |
| S=C(NCCCn1ccnc1)NC1CCCCC1 | -4 | 0.0 | -4 | -4 | . | 0 | -8 | -8 |
| S=C(NCc1ccccc1)C(=S)NCc1ccccc1 | 6 | 0.2 | 6 | 13 | -0.4 | -5 | . | 2 |
| O=C(Nc1cccc([N+](=O)[O-])c1)c1ccc(-c2ccccc2)cc1 | -9 | 0.0 | -1 | 7 | 0.4 | -34 | 4 | 8 |
| CC(C)NC(=O)N(C)C[C@H]1Oc2ccc(N(C)C)cc2CC(=O)N([C@H](C)CO)C[C@@H]1C | 1 | 0.1 | 4 | 12 | 3.2 | . | 1 | 0 |
| COc1ccc(Nc2nc(N)c(C(=O)c3ccc(F)cc3)s2)cc1 | -9 | 0.8 | -11 | 2 | 7.7 | 13 | 4 | -3 |
| CCc1cccc2c(C(=O)COC(=O)c3ccc(O)cc3)c[nH]c12 | -9 | 0.0 | . | -7 | -3.7 | -70 | -29 | -1 |
| C[C@H]1CN([C@@H](C)CO)S(=O)(=O)c2ccc(C3=CCCC3)cc2O[C@H]1CN(C)Cc1ccncc1 | 5 | -0.9 | 6 | -18 | 0.6 | 8 | . | -4 |
